CHX counter – affects cycloheximide protein synthesis inhibition readout, counter-screen. cell reporter, cycloheximide protein synthesis inhibition counterscreen. max response, %. 12% of 300,000 active; in the data active = max response mostly above about 13%, no sharp cut-off; inactive = mostly below about 14%; note: read at 38.3 µM for the half of the compounds with a filed dose; 0% is about no effect
Pf growth 96h – inhibits malaria parasite growth, 96 h. Potency, µM (doses to about 28.7 µM), for inactives: at the top dose activity change, negative = inhibition, most hits filed as inhibitors. P. falciparum luciferase reporter growth, 96 h. 6.9% of 320,000 active; note: potency is the fitted concentration of half-maximal effect; % is set by controls: 0 for no effect and ±100 for the full control effect
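Parasite growth measured via integrated firefly luciferase reporter in P. falciparum. Infected erythrocytes at 2% hematocrit, 0.05% parasitemia final were treated 96 hours at 37 C under 5% CO2, and luminescence was read.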
Pf growth 48h – inhibits P. falciparum growth in the first generation, 48 h. P. falciparum luciferase growth in erythrocytes, 48 h. Potency, µM (titrated, usually from 28.7 µM), inactives show at the highest dose activity change, negative = inhibition, actives largely listed as inhibitors. 5.9% of 310,000 active. AID 504832; note: potency is the fitted concentration of half-maximal effect; % is set by controls: 0 for no effect and ±100 for the full control effect
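First compound was added to culture medium, then infected red cells at 0.1% parasitemia and 2% hematocrit (final). After incubation at 37 C under 5% CO2, luciferase detection reagent was dispensed and light output recorded.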
TbPYK inhibitor – inhibitors of Trypanosoma brucei pyruvate kinase | Potency, µM (series often up to 76.8 µM), for inactives: at the highest dose activity, negative = inhibition, hits mostly inhibitors | Q57TT1 | 0.12% of 410,000 active | TbPYK enzyme, Kinase-Glo Plus ATP luminescence, 45 min; note: potency is the fitted concentration of half-maximal effect; % is set by controls: 0 for no effect and ±100 for the full control effect; nearly all actives have a fitted effect of over 50% in size
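T. brucei PYK with substrate was exposed to pin-transferred compounds across a concentration series, then started with 130 uM ADP (final). After 45 min at room temperature, Kinase-Glo Plus luminescence was read, normalized and curve-fitted.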
Shiga toxin inh – inhibitors of Shiga toxin in Vero cells; Vero cells, Shiga toxin protein synthesis inhibition reporter; inhibition, % at 38.7 µM; 9.2% of 290,000 active; in the data active = inhibition mostly above about 28%, no sharp cut-off; inactive = mostly below about 43%; note: 0% is about no effect
HCV inhibitor – inhibitors of hepatitis C virus infection. Huh7.5.1 HCVcc-Cre infection, luciferase reporter, 44 h. 3.4% of 340,000 active. Potency, µM (highest dose often 41.8 µM), for the others: at the top dose activity change, negative = inhibition, most hits filed as inhibitors; note: potency is the fitted concentration of half-maximal effect; % is set by controls: 0 for no effect and ±100 for the full control effect
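Infectious HCV cell culture screen: compound-treated cells (1,000/well, pre-plated 4 h) are infected with HCVcc-Cre at roughly 0.5 moi and grown 44 h. Infection is quantified by luciferase signal after 15 min substrate incubation at room temperature.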
LmPK inhibitor – inhibitors of Leishmania mexicana pyruvate kinase. Potency, µM (top dose mostly 57.5 µM), inactives show top-dose activity change, negative = inhibition, hits mostly inhibitors. purified LmPK, Kinase-Glo ATP luminescence, 1 h. Q27686. 0.37% of 290,000 active. AID 1721; note: potency is the fitted concentration of half-maximal effect; % is set by controls: 0 for no effect and ±100 for the full control effect
Target sequence (Q27686 whole entry, looked up): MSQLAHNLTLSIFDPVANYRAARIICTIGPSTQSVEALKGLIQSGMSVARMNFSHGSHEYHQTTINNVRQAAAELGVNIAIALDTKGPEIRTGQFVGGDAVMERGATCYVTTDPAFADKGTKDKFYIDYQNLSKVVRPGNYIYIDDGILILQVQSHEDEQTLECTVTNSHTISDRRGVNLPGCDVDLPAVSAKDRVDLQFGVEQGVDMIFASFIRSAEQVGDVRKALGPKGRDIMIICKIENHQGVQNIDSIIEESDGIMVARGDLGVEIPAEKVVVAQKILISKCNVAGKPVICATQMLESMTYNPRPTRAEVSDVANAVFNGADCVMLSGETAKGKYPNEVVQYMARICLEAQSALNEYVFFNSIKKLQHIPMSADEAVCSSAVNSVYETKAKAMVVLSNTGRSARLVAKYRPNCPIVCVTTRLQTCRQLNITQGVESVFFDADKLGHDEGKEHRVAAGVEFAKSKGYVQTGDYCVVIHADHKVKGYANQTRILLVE
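Purified LmPK (0.1 nM) with 0.5 mM PEP and 0.1 mM ADP in imidazole buffer pH 7.2 with MgCl2/KCl, 1 h at room temperature. ATP formed was read by luciferase luminescence and normalized to no-enzyme and uninhibited controls.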
The depositor's hits bear a star; ? = inconclusive; . = not tested or not shown; [ ] = dose if it differs, or a comment. Unless noted, calls come from the whole dose curve; as a rule, active = well fitted curve in the direction sought with a large enough effect; inconclusive = small, poorly fitted or top-dose-only effect, or another doubt; inactive = no such curve, though single readings can be large; an effect the other way counts as inactive or inconclusive.

smiles,CHX counter,Pf growth 96h,Pf growth 48h,TbPYK inhibitor,Shiga toxin inh,HCV inhibitor,LmPK inhibitor
O=C(c1ccccc1)C(Sc1ncn[nH]1)c1ccccc1 (configuration not stated),-1,.,-6%,7%,4,-3%,-2%
COc1ccc(-c2cc3ccccc3nc2N)cc1OC,1,?,1%[0.00184 µM],3%,4,11µM*,2%
O=C(c1ccccc1)N1CCC2(CC1)OCCO2,-3,32%[activator],31%[activator],0%,-16,11%,0%
CCOc1ccc(C(=O)CCC(=O)Nc2cc(C)ccn2)cc1,.,?,25%,3%,.,-7%,.
O=C(COC(=O)c1cc(S(=O)(=O)NCc2ccccc2)ccc1O)NCc1ccccc1,8,8%,.,3%,-4,-1%,0%
CCOc1ccc(-c2nc(S(=O)(=O)c3ccccc3)c(N3CCOCC3)o2)cc1,-1,?,-4%,-3%,-8,24%,2%
CCOCCCn1c(SCC(=O)/C(C#N)=C(\C)N)nc2ccccc2c1=O,0,?,22%,-5%,-8,-9%,-1%
COc1ccccc1C(=O)NC1CC2CCC(C1)N2Cc1ccccc1 (configuration not stated),-3,?,31%[activator],2%,-5,-5%,-3%
C=CCN1C(=O)/C(=C/C(=O)OC)S/C1=N\NC(=O)c1ccccc1,-1,18%,10%,4%,-8,2%,-1%
O=C(Cn1cnc2c(nnn2Cc2ccccc2)c1=O)N1CCN(c2ccccc2)CC1,1,?,-26%,-5%,-3,-5%,3%
O=C(CCN1C(=O)C2CC=CCC2C1=O)Nc1cccc(S(=O)(=O)N2CCCCC2)c1 (configuration not stated),.,?,0%,-4%,.,0%,.
CCOc1ccc(NC(=S)NC(=O)c2c(Br)cnn2C)c([N+](=O)[O-])c1,-2,?,22%,-6%,-1,?,3%
Cc1ccc(S(=O)(=O)N2CCN(C(=O)COC(=O)c3c(C)noc3C)CC2)c(C)c1,-3,?,52%[activator],-11%,-4,-5%,8%
CC(C(=O)N(C)C1CCS(=O)(=O)C1)N1C(=O)/C(=C/c2cccs2)SC1=S (configuration not stated),-3,?,?,-9%,-8,-17%,-4%
O=C(c1ccc(CS(=O)c2ccccc2Cl)o1)N1CCCCCC1 (configuration not stated),8,-24%,-3%,-5%,36,2%,-8%
CC(C)c1ccc(N(CC(=O)NCc2cccnc2)S(=O)(=O)c2ccccc2)cc1,-5,4%,-8%,-8%,2,13%,-1%
COc1ccc(OCC(=O)Nc2cccc(-c3nc4ccccc4[nH]3)c2)cc1,14*,12µM*,?,-1%,20,?,-23%
CSc1nc(N2CCN(c3ccccc3)CC2)cc(N2CCN(c3ccccc3)CC2)n1,1,?,0%,3%,20,?,-1%
COc1ccc(-c2nc3ccccn3c2Cl)cc1,41*,455%[activator],238%[activator],?,22,?,?
Cc1cccc(N=C2NC(=O)/C(=C/c3cn(C)c4ccccc34)S2)c1,3,?,?,-7%,-7,14µM*,0%

smiles,CHX counter,Pf growth 96h,Pf growth 48h,TbPYK inhibitor,Shiga toxin inh,HCV inhibitor,LmPK inhibitor
Cc1ccccc1-c1nc(C(=O)NCC2CCCO2)cc2c1[nH]c1ccccc12 (configuration not stated),-2,12µM*,?,0%,-2,?,0%
COc1ccc(S(=O)CC(=O)Nc2ccccc2Cl)cc1 (configuration not stated),-2,34%[activator],4%,0%,13,12%,-1%
CCOc1ccccc1NC(=O)c1cnc(NS(=O)(=O)c2ccccc2)nc1,-3,?,3%,2%,-14,9%,-2%
N#Cc1c(-c2ccc(Cl)cc2Cl)nc2n(c1=O)CCS2,6,311%[activator],.,5%,23,?,-2%
O=C(CC1C(=O)NCCN1Cc1ccc(-c2ccccc2)cc1)NC1CCC1 (configuration not stated),0,11%,?,3%,-2,13%,-4%
CC(=O)NC1C(OC(=O)/C=C/c2ccccc2)OC(COC(C)=O)C(OC(C)=O)C1OC(C)=O (configuration not stated),-7,?,2%,-4%,-2,2%,-11%
Nc1cccc2c1C(=O)N(C(=O)/C=C/c1cccc(F)c1)C2=O,34*,25%,20%,-10%,140*,?,-10%
CCOc1ccccc1OCCOc1cccc(C(F)(F)F)c1,-2,94%[activator],44%[activator],-9%,-18,-5%,4%
CSc1nc(C)c(CCOC(=O)c2cccc(C)c2)c(=O)[nH]1,-1,?,?,0%,-11,9%,6%
CC(C)(C)C(=O)Cn1c(=N)n(Cc2ccccc2)c2ccccc21,-2,?,13µM*,1%,3,?,0%
O=C(O)c1cccc(NC(=O)c2ccc(CN3C(=O)c4ccccc4C3=O)cc2)c1,-2,0%,?,-2%,-2,26%,-3%
NC(=O)[C@H]1CC2(CC(c3cccc(NC(=O)c4ccccc4)c3)=NO2)CN1C(=O)[C@H]1CCC(=O)N1 (some centres not stated),-2,46%[activator],-2%,2%,-15,14%,-7%
Cc1nn(-c2ccc(F)cc2)c(Cl)c1/C=C(\CC(=O)O)c1nc2ccccc2s1,-3,40%[activator],38%[activator],1%,5,-26%,1%
CCOC(=O)CC1=CC(C)(CC(=O)OCC)C(C#N)(C#N)C(N)=C1C#N (configuration not stated),0,-24%,-6%,-3%,13,-12%,-4%
Cc1cc(C)c2oc(C(=O)N3CCN(C)CC3)cc(=O)c2c1,-7,?,-43%,-7%,1,-2%,-7%
CC[n+]1cc(-c2ccccc2)nc(N2CCOCC2)n1,8,-15%,2.3µM*,-7%,13,-16%,1%
CCOC(=O)C1=C(Cn2ccc(C(F)(F)F)n2)NC(=O)NC1c1ccc2c(c1)OCO2 (configuration not stated),-3,36%[activator],?,?,-16,?,0%
COc1ccccc1NC(=O)CSc1nnc(CNC(=O)c2cccs2)o1,1,?,7%,1%,-5,14%,-7%
O=C(CCNC(=O)c1ccccc1Cl)Nc1ccc(Br)c(C(F)(F)F)c1,8,41%[activator],27%,3%,8,0%,0%
CC(C)OC(=O)c1cccc2c1C(=O)c1ccccc1-2,38*,70%[activator],79%[activator],2%,74*,5%,-1%

Entries from the list above containing two or more sulfur atoms:
smiles,CHX counter,Pf growth 96h,Pf growth 48h,TbPYK inhibitor,Shiga toxin inh,HCV inhibitor,LmPK inhibitor
CC(C(=O)N(C)C1CCS(=O)(=O)C1)N1C(=O)/C(=C/c2cccs2)SC1=S (configuration not stated),-3,?,?,-9%,-8,-17%,-4%
COc1ccccc1NC(=O)CSc1nnc(CNC(=O)c2cccs2)o1,1,?,7%,1%,-5,14%,-7%

In the list so far, 4 have an NH in an aromatic ring.
smiles,CHX counter,Pf growth 96h,Pf growth 48h,TbPYK inhibitor,Shiga toxin inh,HCV inhibitor,LmPK inhibitor
O=C(c1ccccc1)C(Sc1ncn[nH]1)c1ccccc1 (configuration not stated),-1,.,-6%,7%,4,-3%,-2%
COc1ccc(OCC(=O)Nc2cccc(-c3nc4ccccc4[nH]3)c2)cc1,14*,12µM*,?,-1%,20,?,-23%
Cc1ccccc1-c1nc(C(=O)NCC2CCCO2)cc2c1[nH]c1ccccc12 (configuration not stated),-2,12µM*,?,0%,-2,?,0%
CSc1nc(C)c(CCOC(=O)c2cccc(C)c2)c(=O)[nH]1,-1,?,?,0%,-11,9%,6%

Next structures.
smiles,CHX counter,Pf growth 96h,Pf growth 48h,TbPYK inhibitor,Shiga toxin inh,HCV inhibitor,LmPK inhibitor
CCOC(=O)CNC(=O)/C=C/c1c(Cl)cccc1Cl,-3,66%[activator],27%,-2%,23,-8%,-2%
CCOC(=O)c1[nH]c(C)c(C(=O)N(CC)CC)c1C,-9,17%,.,-15%,-15,6%,3%
Cc1cc2oc(=O)cc(CN3CCN(S(=O)(=O)c4cccs4)CC3)c2cc1C(C)C,-2,?,10µM*,-14%,-9,?,7%
Cc1[nH]n(-c2ccccc2)c(=O)c1/C=N/c1ccccn1,1,11%,6%,-3%,6,7%,-8%
CSc1nc(SCC(=O)NC(c2ccccc2)c2ccccc2)c2c3c(sc2n1)CN(C)CC3,-4,2.9µM*,7.4µM*,-2%,12,1.8µM*,2%
Cc1ccccc1C(=O)N1CCN(c2ccc(NC(=O)c3ccccc3[N+](=O)[O-])cc2)CC1,-7,23%,-12%,-4%,-20,-9%,-9%
CCc1nnc(SCc2ccc(CSc3nnc(CC)n3N)cc2)n1N,-2,21%,10%,2%,-7,6%,7%
COc1ccccc1C(=O)NCCn1cc(SCC(=O)Nc2cc(C)on2)c2ccccc21,5,-1%,?,-17%,5,32µM*,4%
COc1cc(C2C(C#N)=C(N)N(c3cccnc3)C3=C2C(=O)CC(C)(C)C3)ccc1O (configuration not stated),1,?,.,2%,-5,3%,-5%
COc1cc(CN2CCC(C(=O)N3CCCC(C)C3)CC2)cc(Br)c1O (configuration not stated),2,-4%,?,7%,-7,13%,-1%
COc1ccc(C(=O)NCc2cn3ccccc3n2)cc1,-1,46%[activator],-16%,1%,8,-2%,-1%
CCOc1ccccc1NC(=O)CSc1nc(=O)n(CCCN2CCOCC2)c2c1CCC2,.,?,?,-6%,.,12%,.
Cn1c(=O)c2c(nc(CN3CCc4ccccc4C3)n2CCCO)n(C)c1=O,-6,80%[activator],-13%,4%,-10,6%,3%
CCOC(CNC(=O)CN1C(=O)COc2ccc(S(=O)(=O)N3CCCC3)cc21)OCC,-2,?,12%,-5%,20,15%,-3%
CCc1nn(CC(=O)N2CCN(Cc3ccc4c(c3)OCO4)CC2)c(=O)c2cc3occc3n12,-2,-2%,3%,4%,-3,?,1%
COc1ccccc1C1=NN(C(=O)c2ccccc2)C(c2ccc(Br)cc2)C1 (configuration not stated),17*,4%,3.7µM*,-2%,9,-10%,-1%
Cc1ccc(Cn2c(C)c3cnn(CC(=O)NC4CCCC4)c(=O)c3c2C)cc1,10*,9.3µM*,1%,0%,30*,6%,1%
CN1CCN(Cc2nc(N)nc(Nc3ccc4c(c3)OCCO4)n2)CC1,30*,15%,51%[activator],5%,60*,10%,1%
COCCNC(=O)Cc1c(C)c2cc3c(cc2oc1=O)OC(C)(C)CC3,14*,-1%,19%,-3%,21,-14%,-1%
COc1ccccc1C(=O)NC(C)c1ccc(-n2ccnc2)cc1 (configuration not stated),-2,?,?,1%,-8,-11%,-1%

smiles,CHX counter,Pf growth 96h,Pf growth 48h,TbPYK inhibitor,Shiga toxin inh,HCV inhibitor,LmPK inhibitor
CC(=O)NC(Cc1c[nH]c2ccccc12)C(=O)NCc1ccco1 (configuration not stated),-6,5%,12%,0%,-17,6%,3%
COc1cc(/C(C)=N/NC(=O)Cc2c(C)[nH][nH]c2=O)ccc1O,-4,20%,-5%,-12%,-8,13%,8%
CSc1nc2ccc(NS(=O)(=O)c3ccc([N+](=O)[O-])cc3)cc2s1,-3,0%,69%[activator],4%,4,2%,7%
O=C(NCC1CCCN1S(=O)(=O)c1cccs1)c1ccccc1 (configuration not stated),.,?,?,-6%,.,9%[8.37 µM],.
O=c1oc2ccccc2c(Nc2ccccc2)c1[N+](=O)[O-],-2,85%[activator],?,0%,-7,-1%,2%
Clc1cccc(Cc2ccc(Cl)nn2)c1,-2,-12%,0%,-6%,-9,9%,-4%
COC(=O)c1cn(C(=O)c2cccc3ccccc23)c2ccccc12,2,41%[activator],7%,2%,17,?,-1%
CC(Sc1nnc2n1CCCCC2)C(=O)Nc1cccc(S(=O)(=O)N2CCOCC2)c1 (configuration not stated),.,5%,74%,-1%,.,15%,.
